Nrf2 block: blocks Nrf2 signaling | A549 ARE-Fluc reporter, luciferase luminescence, 18-24 h | Potency, µM (top dose mostly 46 µM), inactives show at the highest dose activity change, negative = inhibition, usual class: inhibitors | 360,000 tested, 2.1% active; note: potency is the fitted concentration of half-maximal effect; % is set by controls: 0 for no effect and ±100 for the full control effect; nearly all actives have a fitted effect of over 60% in size
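Quantitative HTS in A549 cells stably bearing an antioxidant response element-firefly luciferase construct. Inhibition of Nrf2-driven transcription was scored by luminescence after 18-24 h of compound exposure at 37 °C.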
TGFb SMAD3 inh: blocks TGF-b signaling; 410,000 tested, 1.2% active; HepG2 CAGA-GFP TGF-b/SMAD3 reporter, GFP fluorescence, 18 h; TGF-beta stimulated, 500 pg/mL final; Potency, µM (highest dose often 46.1 µM), without a hit: at the top dose activity, negative = inhibition, most hits filed as inhibitors; AID 588855; note: potency is the fitted concentration of half-maximal effect; % is set by controls: 0 for no effect and ±100 for the full control effect; nearly all actives have a fitted effect of over 65% in size
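Inhibition was scored as loss of TGF-beta-induced (500 pg/mL final, 18 hours, 37 degrees C) GFP in HEPG2 cells carrying a CAGA-GFP reporter, in DMEM with 1% FBS. Well GFP was summed per cell; Activity was normalised to unstimulated and stimulated DMSO wells, then concentration-response fitting.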
CCT modulator: changes cytosolic chaperonin activity; purified chaperonin ATPase assay, HTRF ADP detection, 30 min; activity change, % (concentration not given with the values), hits read low; 360,000 tested, 0.3% active; in the data active = activity change below about -30%; note: % is set by controls: 0 for no effect and ±100 for the full control effect
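We incubate TRiC, 40 or 20 nM final, with library compounds at 76 uM and 10 uM ATP for 30 min at 37 °C. ADP formed is detected with Transcreener HTRF reagents after 30 min at room temperature.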
MmCpn inh: inhibitors of Methanococcus maripaludis chaperonin (MmCpn); Potency, µM (top dose mostly 76.9 µM), without a hit: at the highest dose activity, negative = inhibition, actives largely listed as inhibitors; purified Mm-Cpn ATPase, ADP Transcreener TR-FRET; 330,000 tested, 0.031% active; note: potency is the fitted concentration of half-maximal effect; % is set by controls: 0 for no effect and ±100 for the full control effect; nearly all actives have a fitted effect of over 80% in size
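Compound-treated chaperonin, 25 nM final, turns over 10 uM ATP at 37°C for 30 min following a 10 min preincubation; ADP generated competes with ADP-d2 for Eu-cryptate antibody, lowering FRET.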
pAkt inh: inhibitors of Akt phosphorylation. Neuro2A IGF-stimulated pAkt S473 HTRF, 20 min; stronger effect = lower value. activity change, % for hits at 50 µM. 360,000 tested, 0.32% active. AID 651550; in the data active = activity change below about -80%; inconclusive = mostly about -51% to -80%; note: % is set by controls: 0 for no effect and ±100 for the full control effect
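Neuro2A cells in DMEM with 0.5% FBS, overnight at 37 deg C, given compound at single 50 µM final, then IGF (6 nM final) for 20 min at 37 deg C. Lysed; phospho-Akt Ser473 by HTRF after 24 h, 665/615 ratio.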
Nrf2 ARE act: activators of Nrf2 (ARE) signaling. AREc32 ARE-luciferase reporter (MCF7-derived line), luminescence, 24 h. Potency, µM (doses to about 46.1 µM), without a hit: at the top dose activation, usual class: activators. 410,000 tested, 0.31% active; note: potency is the fitted concentration of half-maximal effect; % of control where 0% means no effect; nearly all actives have a fitted effect of over 65% in size
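Each well held 1000 AREc32 cells, which were incubated with compound for 24 hr at 37 deg C after overnight attachment, and ARE reporter activity was quantified by firefly luciferase luminescence.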
HepG2 viability: HepG2 cytotoxicity, counter-screen for TGF-b inhibitors; 410,000 tested, 0.76% active; HepG2 CAGA-GFP viability, ATP luminescence, 18 h; Potency, µM (titrated, usually from 46.1 µM), for the others: at the top dose activity change, negative = cytotoxicity, most hits filed as cytotoxic; AID 588856; note: potency is the fitted concentration of half-maximal effect; some results filed as inactive show a strong effect at the top dose
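CellTiter-Glo luminescence gave cytotoxicity after 18 hours at 37 degrees C. The cells were HepG2 CAGA-GFP in 1% FBS DMEM, stimulated with 500 pg/mL TGF-beta after compound addition. %Activity was normalised to no-cell wells (complete cell-killing) and DMSO (no toxicity), and curves were fitted and classified.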
ATXN viability: viability counter-screen for ATXN expression inhibitors. Potency, µM (doses to about 56.7 µM), actives largely listed as cytotoxic. S2 cells (HEK-293 line with an ATXN2-luciferase reporter) viability, CellTiter-Fluor protease fluorescence, 24 h. 400,000 tested, 0.49% active; note: potency is the fitted concentration of half-maximal effect; nearly all actives have a fitted effect of over 40% in size
A549 tox: A549 cytotoxicity, counter-screen for Nrf2 inhibitors; 390,000 tested, 0.16% active; Potency, µM (highest dose often 46 µM), for the others: at the top dose activity change, negative = cytotoxicity, actives largely listed as inhibitors; AID 504648; A549 ARE-Fluc cells, CellTiter-Fluor viability, 18-24 h; note: potency is the fitted concentration of half-maximal effect; % is set by controls: 0 for no effect and ±100 for the full control effect
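Cytotoxicity counterscreen: CellTiter-Fluor fluorescence was measured in A549 ARE_Fluc cells after 18-24 h of compound exposure in a concentration series. The subsequent BugLite luminescent read reports ARE-luciferase activity.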
* marks the source's active call; other numbers are inactive results; i = inactive; ? = inconclusive; . = not tested or not shown; [ ] = remark or other dose. Unless noted, calls come from the whole dose curve; as a rule, active = well fitted curve in the direction sought with a large enough effect; inconclusive = small, poorly fitted or top-dose-only effect, or another doubt; inactive = no such curve, though single readings can be large; an effect the other way counts as inactive or inconclusive.

canonical_smiles	Nrf2 block	TGFb SMAD3 inh	CCT modulator	MmCpn inh	pAkt inh	Nrf2 ARE act	HepG2 viability	ATXN viability	A549 tox
O/N=C1/C2C3CC4C5C3C1C5C1(OCCO1)C42 (centres undefined)	7%	11%	1.6	-1%	?	-0.2%	4%	i	-3%
COc1ccc(OC)c(NC(=O)C2CCCN2C(=O)OCc2ccccc2)c1 (centres undefined)	21%	0%	-4.2	1%	i	-0.6%	4%	i	0%
COc1cccc(CCNC(=O)c2c(O)nc3cc(C)ccn3c2=O)c1	12%	0%	.	.	.	-1.1%	0%	i	-3%
Cc1ccc(C)c(C(C)NC(=S)NCc2ccc(F)cc2)c1 (centres undefined)	?	?	-0.1	-2%	i	-0.8%	-57%	i	7%
O=c1[nH]cnc2scc(-c3ccc(-c4ccccc4)cc3)c12	?	1%	0.0	-13%	i	5.2%	-21%	i	1%
Cc1cc(NC(=O)COC(=O)CNS(=O)(=O)c2c(F)cc(F)cc2Br)no1	1%	-8%	-0.1	0%	i	0.0%	-18%	?	-2%
CCOc1ccc(NC(=O)Cn2c(=O)c(CNc3ccc(OC)cc3)cc3ccc(OC)cc32)cc1	0%	7%	.	.	.	-0.5%	2%	i	0%
Cc1ccc(Sc2ccc(N3CCCC(C(=O)Nc4ccc(F)c(Cl)c4)C3)nn2)cc1 (centres undefined)	?	-20%	.	.	.	-1.3%	0%	?	-12%
CC1CCN(S(=O)(=O)c2nnc(NC(=O)c3ccc(C(C)C)cc3)s2)CC1	?	-4%	.	.	.	-0.5%	-5%	i	2%
CC(=O)c1ccc(NC(=O)/C(=C\c2cccs2)NC(=O)c2ccco2)cc1	-6%	-25%	-0.7	-1%	i	0.2%	5%	i	-1%
CCOc1ccc(CC(=O)N2CCN=C2SCc2ccc([N+](=O)[O-])cc2)cc1	-18%	?	1.5	0%	i	7.0%	-11%	i	4%
O=C(Nc1nc2ccccc2[nH]1)NC1CCCCC1	?	0%	-0.2	2%	i	-0.5%	2%	i	-1%
COc1ccc(-c2nc(-c3ccc(Br)o3)no2)cc1	14%	-24%	-0.8	1%	i	2.9%	-21%	i	-6%
CCn1c(SCc2ccc([N+](=O)[O-])cc2)nnc1C(C)NC(=O)c1ccc(C)cc1 (centres undefined)	-8%	-10%	1.2	0%	i	2.9%	-20%	?	?
Cc1ccc(C)c(NC(=O)C2CC(=O)N(C3CCCCC3)C2)c1 (centres undefined)	7%	-12%	-3.0	-5%	i	-0.5%	-4%	i	2%
Cc1ncn(C23CC4CC(CC(O)(C4)C2)C3)n1	-1%	5%	-1.6	0%	i	-0.8%	-27%	i	4%
Cc1ccc(-n2c(N)c(C(=O)Nc3c(C)n(C)n(-c4ccccc4)c3=O)c3nc4ccccc4nc32)cc1	?	15%	-1.5	0%	i	0.4%	3%	.	?
Cc1ccc(-n2nc(C)c3c(C)cc(=O)n(CC(=O)Nc4cc(Cl)ccc4C)c32)cc1	17%	-8%	.	.	.	0.0%	-11%	i	2%
COc1cc(/C=N/Nc2nc(C)nc3c2cnn3-c2ccccc2)ccc1O	-13%	-15%	-1.2	-6%	i	4.2%	-12%	i	-13%
O=C(NC(=S)Nc1ccc(N2CCOCC2)cc1)c1ccc2c(c1)OCCO2	?	-25%	-14	1%	i	2.8%	-28%	?	-12%
Cc1cc(NC(=O)CSc2nc(=O)cc(N)n2-c2ccc(C)c(C)c2)no1	2%	-3%	-1.0	4%	i	0.2%	-3%	.	0%
CCCNC(=O)c1cc(C2CCCCN2C(=O)c2cc(OC)c(C)c(OC)c2)on1 (centres undefined)	.	-18%	-3.9	.	i	4.7%	-23%	i	.
C#CCn1cnc2c(oc3ccccc32)c1=O	0%	49%[activator]	-2.7	-2%	i	8.3%	28%	i	6%
CCC(c1nnnn1Cc1ccco1)N(CCc1ccccc1)Cc1cc2cccc(C)c2[nH]c1=O (centres undefined)	.	18%	1.1	-20%	i	8.1%	0%	?	-2%
CN(CC(=O)Nc1ccccc1Br)C(=O)c1ccccc1Cc1ccccc1	-14%	4%	1.5	1%	i	-0.8%	2%	i	-1%
COCCCNC(=O)C(C#N)c1nc2ccccc2nc1N1CCN(Cc2ccccc2)CC1 (centres undefined)	?	23%	-1.2	-2%	i	0.3%	-1%	i	?
Cc1ccc(-c2nn3c(=O)cc(CN4CCN(C(=O)/C=C/c5ccccc5)CC4)nc3s2)cc1	.	-1%	.	.	.	0.6%	1%	i	9%
CCOc1nc(Nc2cc(Cl)ccc2OC)nc(OCC)n1	15%	7%	-1.5	-3%	.	7.2%	-4%	i	5%
Cc1ccc(NC(=O)COc2cccc3c2OC(C)(C)C3)c(O)c1	8%	?	0.8	1%	i	8.4%	-13%	i	-5%
Cc1ccc(C)c(NC(=O)C(CC(C)C)N2Cc3ccccc3C2=O)c1 (centres undefined)	?	14%	.	.	.	0.8%	-23%	.	12%
CN(C)P(=NC(=O)COc1ccc(Cl)cc1Cl)(N(C)C)N(C)C	?	11%	1.9	1%	i	-0.5%	1%	i	-5%
COc1ccnc(CSC(N)=Nc2ccccc2OC)c1	-10%	?	-1.3	1%	i	16%	-3%	?	-5%
CCOC(=O)N1CCN(Cc2nc3c(c(=O)[nH]c(=O)n3C)n2CCCc2ccccc2)CC1	8%	10%	-1.0	-4%	i	-0.3%	2%	i	-4%
O=C(NC1CCN(c2ncccn2)CC1)c1ccccc1Cl	?	-3%	0.7	0%	i	-0.2%	-19%	?	-1%
CC12CN3CC(C)(CN(C1)C3c1cc(Br)ccc1O)C2=O (centres undefined)	12%	1%	-2.8	0%	i	-0.3%	-9%	i	-3%
COc1ccc(OC)c(CNC(=O)CCNC(=O)Cn2ccc3ccccc3c2=O)c1	3%	?	0.7	3%	i	-1.0%	-4%	i	11%
Cc1cc(O)c(-c2cc(C(=O)Nc3sc4c(c3C(=O)NCc3ccco3)CCC4)[nH]n2)cc1C	-13%	-15%	1.5	-3%	i	5.2%	-16%	i	-19%
COc1cc2c(cc1OC)C(Nc1ccccc1)=NC(C)(C)C2	-12%	0%	-5.7	3%	i	3.7%	-1%	i	2%
O=C(Nc1sc2c(c1C(=O)O)CCCC2)c1cccs1	?	-3%	-0.7	-1%	.	4.7%	-28%	.	?
CC(C)CCOc1ccc(Cl)cc1CN1CCOCC1	0%	-3%	-2.7	-1%	i	0.4%	12%	i	1%
Cc1cn([C@H]2C[C@H](O)[C@@H](CNCc3ccc(N4CCN(C)CC4)cc3F)O2)c(=O)[nH]c1=O	.	0%	-1.9	.	i	-1.2%	-1%	i	.
CC1CCC(NC(=O)COC(=O)CNC(=O)c2ccc3ccccc3c2)CC1 (centres undefined)	15%	-2%	-3.6	0%	i	-0.7%	-20%	.	-3%
COc1ccccc1N(CC(=O)NCCN1CCOCC1)S(=O)(=O)c1ccc(C)cc1	9%	-7%	1.2	-4%	i	-0.6%	16%	i	3%
Cc1ccc(NC(=O)CCC(=O)NNC(=O)Nc2cccc(Cl)c2)c(C)c1	3%	-1%	-2.5	2%	i	0.3%	-14%	?	-6%

An excerpt from the list above, for reference:
canonical_smiles	Nrf2 block	TGFb SMAD3 inh	CCT modulator	MmCpn inh	pAkt inh	Nrf2 ARE act	HepG2 viability	ATXN viability	A549 tox
COc1ccc(OC)c(CNC(=O)CCNC(=O)Cn2ccc3ccccc3c2=O)c1	3%	?	0.7	3%	i	-1.0%	-4%	i	11%
Cc1cc(O)c(-c2cc(C(=O)Nc3sc4c(c3C(=O)NCc3ccco3)CCC4)[nH]n2)cc1C	-13%	-15%	1.5	-3%	i	5.2%	-16%	i	-19%
COc1cc2c(cc1OC)C(Nc1ccccc1)=NC(C)(C)C2	-12%	0%	-5.7	3%	i	3.7%	-1%	i	2%
O=C(Nc1sc2c(c1C(=O)O)CCCC2)c1cccs1	?	-3%	-0.7	-1%	.	4.7%	-28%	.	?
CC(C)CCOc1ccc(Cl)cc1CN1CCOCC1	0%	-3%	-2.7	-1%	i	0.4%	12%	i	1%
Cc1cn([C@H]2C[C@H](O)[C@@H](CNCc3ccc(N4CCN(C)CC4)cc3F)O2)c(=O)[nH]c1=O	.	0%	-1.9	.	i	-1.2%	-1%	i	.
CC1CCC(NC(=O)COC(=O)CNC(=O)c2ccc3ccccc3c2)CC1 (centres undefined)	15%	-2%	-3.6	0%	i	-0.7%	-20%	.	-3%
COc1ccccc1N(CC(=O)NCCN1CCOCC1)S(=O)(=O)c1ccc(C)cc1	9%	-7%	1.2	-4%	i	-0.6%	16%	i	3%
Cc1ccc(NC(=O)CCC(=O)NNC(=O)Nc2cccc(Cl)c2)c(C)c1	3%	-1%	-2.5	2%	i	0.3%	-14%	?	-6%

Assay outcomes as filed in PubChem.
